NSD2 inh = blocks human NSD2 histone methyltransferase activity; 0.07% of 44,000 active; NSD2-SET H3K36me1 DELFIA fluorescence, biochemical; O96028; inhibition, % at 12.5 µM; in the data active = inhibition above about 54%, passing the limit was not always enough;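 note: inhibitors reduce the monomethyl H3K36 fluorescence signal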
* hit, by the source's call. Not all compounds are listed; rates above refer to the full screens.

SMILES	NSD2 inh
COCC#Cc1ccc2c(c1)O[C@H](CN(C)Cc1ccncc1)[C@H](C)CN([C@H](C)CO)S2(=O)=O	-1.6
COc1ccccc1NC(=O)N[C@H]1CC[C@H](CC(=O)N2CCC(Cc3ccccc3)CC2)O[C@@H]1CO	3.0
CC(C)NC(=O)N(C)C[C@H]1Oc2ccc(NC(=O)c3ccncc3)cc2CC(=O)N([C@H](C)CO)C[C@@H]1C	5.3
C[C@@H]1CN([C@H](C)CO)C(=O)c2cc(NC(=O)Nc3ccccc3)ccc2O[C@H]1CN(C)C(=O)NC1CCCCC1	0.1
Cc1noc(C)c1NC(=O)N(C)C[C@H]1Oc2ccc(NS(=O)(=O)c3c(C)noc3C)cc2CC(=O)N([C@@H](C)CO)C[C@H]1C	-1.5
CC(=O)N(C)C[C@@H]1Oc2ncc(-c3ccc(C#N)cc3)cc2C(=O)N([C@@H](C)CO)C[C@H]1C	-2.0
COc1ccc(NC(=O)Nc2ccc3c(c2)CC(=O)N([C@@H](C)CO)C[C@H](C)[C@@H](CN(C)S(=O)(=O)c2cccs2)O3)cc1	-2.0
C[C@@H]1CN([C@H](C)CO)C(=O)c2cc(NS(=O)(=O)c3ccc(Cl)cc3)ccc2O[C@@H]1CN(C)S(=O)(=O)c1cn(C)cn1	-1.8
C[C@@H]1CN([C@@H](C)CO)C(=O)c2cccc(NC(=O)c3cnccn3)c2O[C@@H]1CN(C)Cc1ccc(C(F)(F)F)cc1	1.2
C[C@@H]1CN([C@H](C)CO)C(=O)c2cc(NC(=O)Nc3ccc(F)cc3)ccc2O[C@H]1CN(C)C(=O)Nc1ccccc1	11.4

SMILES	NSD2 inh
C[C@@H]1CCCCO[C@H](CN(C)C(=O)Nc2ccccc2)[C@H](C)CN([C@@H](C)CO)C(=O)c2cc(NC(=O)C3CCCCC3)ccc2O1	14.0
Cc1ccc(S(=O)(=O)Nc2ccc3c(c2)C(=O)N([C@H](C)CO)C[C@H](C)[C@H](CN(C)S(=O)(=O)c2ccccc2)O3)cc1	-2.2
C[C@@H]1CN([C@H](C)CO)C(=O)c2cccc(NS(C)(=O)=O)c2O[C@@H]1CN(C)S(=O)(=O)c1ccc(F)cc1	-3.9
Cc1noc(C)c1S(=O)(=O)N(C)C[C@@H]1Oc2ccc(NC(=O)CCCN(C)C)cc2CC(=O)N([C@@H](C)CO)C[C@H]1C	-1.0
O=C(C[C@H]1C[C@H]2c3cc(NC(=O)Nc4ccc(C(F)(F)F)cc4)ccc3O[C@H]2[C@@H](CO)O1)NCC1CC1	-6.1
C[C@H]1CN([C@@H](C)CO)C(=O)Cc2cc(NS(=O)(=O)c3ccc(F)cc3)ccc2O[C@@H]1CN(C)Cc1ccc(Oc2ccccc2)cc1	-226.3
CNC[C@@H]1Oc2ccc(NS(=O)(=O)c3c(C)noc3C)cc2C(=O)N([C@H](C)CO)C[C@@H]1C	-0.3
CCC(=O)N(C)C[C@H]1Oc2cc(-c3ccccc3C)ccc2S(=O)(=O)N([C@H](C)CO)C[C@H]1C	1.9
Cc1noc(C)c1NC(=O)N(C)C[C@@H]1OCCCC[C@@H](C)Oc2ccc(NC(=O)Nc3ccc(C(F)(F)F)cc3)cc2C(=O)N([C@H](C)CO)C[C@H]1C	-4.3
C[C@@H]1CN([C@H](C)CO)S(=O)(=O)c2ccc(Br)cc2O[C@H]1CN(C)C(=O)CC1CC1	0.9

SMILES	NSD2 inh
C[C@@H]1CN([C@H](C)CO)C(=O)c2cc(NC(=O)CCC(F)(F)F)ccc2O[C@@H]1CN(C)C(=O)NC1CCCCC1	0.5
COc1cccc(NC(=O)N(C)C[C@H]2Oc3cc(/C=C/c4ccccc4)ccc3S(=O)(=O)N([C@H](C)CO)C[C@H]2C)c1	-1.0
C[C@H](CO)N1C[C@H](C)[C@@H](CN(C)Cc2cccnc2)Oc2cc(C3=CCCC3)ccc2S1(=O)=O	0.3
COc1ccc(S(=O)(=O)N(C)C[C@@H]2Oc3ccc(NC(=O)NC(C)C)cc3CC(=O)N([C@@H](C)CO)C[C@H]2C)cc1	-7.2
O=C1c2ccccc2C(Cc2ccnc(F)c2)(Cc2ccnc(F)c2)c2ccccc21	-1.5
C[C@H](CO)N1C[C@H](C)[C@@H](CN(C)C(=O)c2ccc(F)cc2)Oc2cc(C3=CCCCC3)ccc2S1(=O)=O	0.2
CN(C)c1ccc2c(c1)[C@@H]1C[C@H](CC(=O)NCc3ccc(Cl)cc3)O[C@H](CO)[C@@H]1O2	-1.0
C[C@H]1CN([C@@H](C)CO)S(=O)(=O)c2ccc(C#Cc3cccnc3)cc2O[C@@H]1CN(C)CC1CCOCC1	7.7
COc1ccc(NC(=O)N(C)C[C@H]2Oc3ccc(NS(=O)(=O)c4ccc(F)cc4)cc3CC(=O)N([C@H](C)CO)C[C@@H]2C)cc1	5.5
COCC(=O)N(C)C[C@@H]1Oc2ncc(C3=CCCC3)cc2C(=O)N([C@@H](C)CO)C[C@@H]1C	0.6

SMILES	NSD2 inh
CCCNC(=O)N(C)C[C@H]1Oc2cc(C#Cc3cccc(F)c3)ccc2S(=O)(=O)N([C@H](C)CO)C[C@@H]1C	0.6
CC(C)CC#Cc1ccc2c(c1)O[C@H](CN(C)C(=O)Cc1ccccc1)[C@@H](C)CN([C@@H](C)CO)S2(=O)=O	-5.5
CC(C)NC(=O)Nc1ccc2c(c1)C(=O)N([C@H](C)CO)C[C@@H](C)[C@@H](CN(C)Cc1ccc(C(=O)Nc3ccccc3N)cc1)O2	-2.6
C[C@H](CO)N1C[C@H](C)[C@@H](CN(C)Cc2cncnc2)Oc2ncc(-c3ccc(C#N)cc3)cc2C1=O	-3.8
COc1cc([C@H]2c3cc(O)c(OC)cc3C[C@@](O)(CO)[C@@H]2CO)ccc1O	8.7
C[C@H]1CN([C@@H](C)CO)C(=O)c2cc(NS(=O)(=O)c3cn(C)cn3)ccc2O[C@H]1CN(C)Cc1ccc(C(=O)O)cc1	-3.9
CN(C)CCCNC(=O)C[C@@H]1CC[C@H](NC(=O)Cc2cccnc2)[C@H](CO)O1	0.2
CC(C)NC(=O)N[C@@H]1C=C[C@H](CC(=O)NC2Cc3ccccc3C2)O[C@H]1CO	6.5
O=C(C[C@@H]1C[C@@H]2c3cc(NC(=O)C4CCC4)ccc3O[C@@H]2[C@@H](CO)O1)NCc1cccnc1	-1.0
C[C@@H]1CCCCO[C@@H](CN(C)S(C)(=O)=O)[C@H](C)CN([C@@H](C)CO)C(=O)c2cc(NC(=O)Nc3ccccc3)ccc2O1	0.4

SMILES	NSD2 inh
C[C@H]1CN([C@@H](C)CO)C(=O)c2cc(NC(=O)C3CC3)ccc2O[C@@H]1CN(C)C(=O)Nc1ccc(F)cc1	0.9
C[C@@H]1CN([C@@H](C)CO)C(=O)Cc2cc(NC(=O)CCCCCC(=O)Nc3ccccc3N)ccc2O[C@@H]1CN(C)CC1CCCCC1	-7.0
COCC(=O)N(C)C[C@H]1Oc2cc(-c3ccncc3)ccc2S(=O)(=O)N([C@@H](C)CO)C[C@@H]1C	-11.0
CCCNC(=O)C1(C)CCCN(Cc2ccc(Oc3ccccc3)cc2)C1 (centres undefined)	4.9
COc1ccccc1S(=O)(=O)N(C)C[C@@H]1OCc2cn(nn2)CCCC(=O)N([C@H](C)CO)C[C@@H]1C	1.7
Cc1noc(C)c1NC(=O)Nc1ccc2c(c1)CC(=O)N([C@@H](C)CO)C[C@@H](C)[C@@H](CN(C)CC1CCCCC1)O2	-3.9
O=S(=O)(c1ccc2ccccc2c1)N1CCN(Cc2cccc(OCCO)c2)CC1	6.4
C[C@H](CO)N1C[C@H](C)[C@H](CN(C)C(=O)C2CC2)Oc2cc(-c3ccccc3F)ccc2S1(=O)=O	-4.0
Cc1ccc(S(=O)(=O)Nc2ccc3c(c2)C(=O)N([C@H](C)CO)C[C@H](C)[C@H](CN(C)C(=O)NC2CCCCC2)O3)cc1	2.6
C[C@H]1CN([C@@H](C)CO)C(=O)c2cc(NS(=O)(=O)c3ccc(Cl)cc3)ccc2O[C@H]1CN(C)S(=O)(=O)c1cccs1	-3.2

SMILES	NSD2 inh
C[C@@H]1CCCCO[C@H](CN(C)Cc2ccc(C(F)(F)F)cc2)[C@@H](C)CN([C@@H](C)CO)C(=O)c2cc(NC(=O)c3ccccc3)ccc2O1	-3.2
C[C@@H]1CN([C@@H](C)CO)C(=O)c2cc(NC(=O)Cn3cnnn3)ccc2O[C@H]1CN(C)Cc1ccccc1	-11.2
C[C@@H]1CN([C@H](C)CO)C(=O)Cc2cc(N(C)C)ccc2O[C@H]1CN(C)Cc1ccccc1	-3.2
COc1cccc(C#Cc2cnc3c(c2)C(=O)N([C@H](C)CO)C[C@@H](C)[C@H](CN(C)C(=O)C2CCCCC2)O3)c1	-5.3
Cc1ccc(S(=O)(=O)N(C)C[C@H]2Oc3cc(Br)ccc3S(=O)(=O)N([C@@H](C)CO)C[C@H]2C)cc1	6.6
COc1ccc(CN(C)C[C@@H]2Oc3ccc(NC(=O)Nc4ccc(OC)cc4)cc3CC(=O)N([C@@H](C)CO)C[C@H]2C)cc1	-6.9
C[C@@H]1CN([C@H](C)CO)C(=O)Cc2cc(NC(=O)Nc3ccc(F)cc3)ccc2O[C@@H]1CN(C)C(=O)Nc1cccc2ccccc12	6.5
Nc1cc(Nc2ccc(S(N)(=O)=O)cc2)ncn1	0.1
C[C@H](CO)N1C[C@H](C)[C@H](CN(C)CC2CCCCC2)Oc2c(NC(=O)Nc3ccc(F)cc3)cccc2C1=O	0.9
C[C@@H]1CN([C@H](C)CO)S(=O)(=O)c2ccc(/C=C/c3ccccc3)cc2O[C@@H]1CN(C)C	4.9

A second format for part of the listing above:
> C[C@@H]1CN([C@@H](C)CO)C(=O)c2cc(NC(=O)Cn3cnnn3)ccc2O[C@H]1CN(C)Cc1ccccc1
  NSD2 inh: -11.2
> C[C@@H]1CN([C@H](C)CO)C(=O)Cc2cc(N(C)C)ccc2O[C@H]1CN(C)Cc1ccccc1
  NSD2 inh: -3.2

Filtered by structure: those above with a thiophene ring, fused or not
SMILES	NSD2 inh
COc1ccc(NC(=O)Nc2ccc3c(c2)CC(=O)N([C@@H](C)CO)C[C@H](C)[C@@H](CN(C)S(=O)(=O)c2cccs2)O3)cc1	-2.0
C[C@H]1CN([C@@H](C)CO)C(=O)c2cc(NS(=O)(=O)c3ccc(Cl)cc3)ccc2O[C@H]1CN(C)S(=O)(=O)c1cccs1	-3.2

Continued:
SMILES	NSD2 inh
C[C@@H]1CCCCO[C@H](CN(C)Cc2ccccc2)[C@@H](C)CN([C@@H](C)CO)C(=O)c2cc(N(C)C)ccc2O1	-7.6
C[C@@H]1CN([C@H](C)CO)C(=O)CCCn2nncc2CO[C@@H]1CN(C)C(=O)c1ccncc1	0.2
C[C@H](CO)N1C[C@H](C)[C@@H](CN(C)S(=O)(=O)c2cccs2)Oc2c(NC(=O)Nc3ccc(C(F)(F)F)cc3)cccc2C1=O	-1.9
C[C@@H]1CN([C@@H](C)CO)C(=O)c2cccc(NC(=O)C3CC3)c2O[C@@H]1CN(C)Cc1ccc(C(F)(F)F)cc1	4.1
CC(C)NC(=O)Nc1ccc2c(c1)C(=O)N([C@@H](C)CO)C[C@@H](C)[C@@H](CN(C)C(=O)Cc1ccccc1)OCCCC[C@H](C)O2	1.6
CCCCN(CCCC)c1ccc(/C=N/NC(=O)c2ccccn2)cc1	11.8
C[C@H](CO)N1C[C@H](C)[C@H](CN(C)C(=O)C2CCCCC2)Oc2cc(-c3cccnc3)ccc2S1(=O)=O	1.3
Cc1ccc(-c2cnc3c(c2)C(=O)N([C@H](C)CO)C[C@H](C)[C@H](CN(C)Cc2ccccc2F)O3)cc1	-13.6
COc1ccccc1-c1cnc2c(c1)C(=O)N([C@@H](C)CO)C[C@H](C)[C@H](CN(C)C(C)=O)O2	5.7
CC(C)NC(=O)Nc1ccc2c(c1)CC(=O)N([C@@H](C)CO)C[C@H](C)[C@H](CN(C)CC1CCCCC1)O2	-2.9

SMILES	NSD2 inh
C[C@@H]1CN([C@H](C)CO)C(=O)c2cc(NC(=O)Cc3cn(C)c4ccccc34)ccc2O[C@@H]1CN(C)Cc1ccc(Oc2ccccc2)cc1	-1.4
O=C(C1=C[C@H](C2CCCCC2)C[C@H](OCCCCO)O1)N1CCN(Cc2ccccc2)CC1	4.9
C[C@H]1CN([C@@H](C)CO)C(=O)Cc2cc(NS(C)(=O)=O)ccc2O[C@@H]1CN(C)Cc1ccc(C(F)(F)F)cc1	1.6
CC(C)NC(=O)[C@@]1(C)c2ccccc2C(=O)N(Cc2ccc(OC(F)(F)F)cc2)[C@H]1c1ccc(CO)cc1	2.8
C[C@@H]1CN([C@H](C)CO)S(=O)(=O)c2ccc(-c3ccccc3F)cc2O[C@H]1CN(C)S(C)(=O)=O	-1.3
C[C@@H]1CN([C@H](C)CO)C(=O)c2cc(NC(=O)Cc3ccccc3)ccc2O[C@@H]1CN(C)Cc1ccc(-c2ccccc2)cc1	-2.5
C[C@H]1CCCCO[C@H](CN(C)Cc2ccc(Cl)c(Cl)c2)[C@@H](C)CN([C@@H](C)CO)C(=O)c2cc(NC(=O)Nc3ccc(C(F)(F)F)cc3)ccc2O1	1.6
C[C@H]1CCCCO[C@H](CN(C)C(=O)Nc2cccc3ccccc23)[C@@H](C)CN([C@@H](C)CO)C(=O)c2cc(NC(=O)CCCN(C)C)ccc2O1	4.8
C[C@H](O)C#Cc1cnc2c(c1)C(=O)N([C@@H](C)CO)C[C@H](C)[C@H](CN(C)C(=O)Cc1ccncc1)O2	4.6
CC(C)NC(=O)Nc1ccc2c(c1)C(=O)N([C@H](C)CO)C[C@@H](C)[C@H](CN(C)Cc1ccccc1)O2	-5.9
Cc1cc(C(=O)Nc2cccc3c2O[C@H](CN(C)C(=O)Nc2ccc(F)cc2)[C@@H](C)CN([C@H](C)CO)C3=O)n(C)n1	3.7
COc1ccc(S(=O)(=O)Nc2ccc3c(c2)C(=O)N([C@H](C)CO)C[C@@H](C)[C@@H](CN(C)CC2CC2)O3)cc1	-2.4

High-throughput results (PubChem)
